NPYLR7 agonist: activates Aedes aegypti NPYLR7 receptor | HEK293T NPYLR7/Galpha15, GCaMP6s calcium fluorescence | activation, % at 10 µM | 270,000 compounds, 0.15% hits | AID 1259423; in the data active means activation above about 40%;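 further: 0% = vehicle and 100% = reference agonist at the receptor; some compounds past the cut are filed as inactive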
mcGAS inh: blocks mouse cGAS activity; recombinant cGAS, Kinase-Glo ATP depletion luminescence; inhibition, % at 12.5 µM; 160,000 compounds, 0.15% hits; AID 1259399;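 further: 0% = negative control wells and 100% = reference inhibitor with no enzyme activity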
hcGAS lum: human cGAS inhibition | Q8N884 | recombinant h-cGAS, ATP depletion, Kinase-Glo luminescence | inhibition, % at 12.5 µM | 290,000 compounds, 0.081% hits | AID 1259398;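 further: 0% = vehicle reaction and 100% = reaction without DNA for no activity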
Target sequence (Q8N884 whole entry, looked up): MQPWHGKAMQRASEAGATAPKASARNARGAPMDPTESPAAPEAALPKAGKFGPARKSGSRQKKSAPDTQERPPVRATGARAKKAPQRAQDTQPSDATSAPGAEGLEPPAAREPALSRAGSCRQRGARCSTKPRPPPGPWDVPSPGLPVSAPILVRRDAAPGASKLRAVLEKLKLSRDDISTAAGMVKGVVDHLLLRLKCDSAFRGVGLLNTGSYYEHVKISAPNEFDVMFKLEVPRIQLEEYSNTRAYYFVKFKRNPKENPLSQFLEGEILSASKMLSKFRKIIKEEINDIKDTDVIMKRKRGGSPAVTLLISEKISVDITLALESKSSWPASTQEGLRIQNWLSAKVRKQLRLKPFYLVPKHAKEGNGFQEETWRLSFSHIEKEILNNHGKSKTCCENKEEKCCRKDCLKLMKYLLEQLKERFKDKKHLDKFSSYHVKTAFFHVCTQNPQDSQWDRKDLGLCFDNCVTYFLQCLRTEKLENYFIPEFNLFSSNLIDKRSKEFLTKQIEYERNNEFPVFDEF
The depositor's hits bear a star. Unless noted, no stated cut-off is given here; in the data, active means inhibition above about 40%; inactive means the rest.

What do the screens show for `COCCN1C(=O)C(O)=C(C(=O)c2cc3cccc(OC)c3o2)C1c1ccc(Cl)cc1` (stereo not drawn)?
NPYLR7 agonist: -4.9; mcGAS inh: -0.8; hcGAS lum: -5.5

Results for CCS(=O)(=O)Nc1ccc(C(=O)NCc2cnn3ccccc23)cc1 ?
NPYLR7 agonist: -2.5; mcGAS inh: -15.2; hcGAS lum: -5.6

What do the screens show for `Cc1ncc2c(c1CNC(=O)c1ccc3c(c1)OCO3)CCN(C(=O)c1cc(Cl)ccc1F)C2`?
NPYLR7 agonist: 3.8; mcGAS inh: -12.5; hcGAS lum: -8.9

What do the screens show for `Cc1ccc(N2CC(C(=O)N3CCN(c4ncnc5c4nnn5C)CC3)CC2=O)cc1` (stereo not drawn)?
NPYLR7 agonist: 1.0; hcGAS lum: -5.5

What do the screens show for `CCOc1ccccc1-c1nc(SCC(=O)NC2CC3CCC2C3)n[nH]1` (stereo not drawn)?
NPYLR7 agonist: -1.1; hcGAS lum: -6.1

How did CCOc1ncccc1C(=O)OCc1nc2sc3c(c2c(=O)[nH]1)CCC(C)C3 (stereo not drawn) do in these assays?
NPYLR7 agonist: 1.6; hcGAS lum: -0.9

What do the screens show for `CCN1CCOC(C(=O)Nc2ccc(-n3nc(C)cc3C)c(F)c2)C1` (stereo not drawn)?
NPYLR7 agonist: 4.1; mcGAS inh: -6.9; hcGAS lum: -7.3

How did O=C1CN(CC2(O)CCCCC2)CCN1C1CC1 do in these assays?
NPYLR7 agonist: 14.7; hcGAS lum: -19.3

How did O=c1c2cc3c(=O)n(-c4ncn[nH]4)ccc3nc2ccn1-c1ccccn1 do in these assays?
NPYLR7 agonist: -11.3; hcGAS lum: -9.9

What do the screens show for `CC(Cn1cnc2ccccc21)C(=O)NN=Cc1ccccn1` (stereo not drawn)?
NPYLR7 agonist: 13.6; hcGAS lum: -6.4

What do the screens show for `O=C(O)c1ccc(=O)n(Cc2ccccc2F)c1`?
NPYLR7 agonist: 2.6; hcGAS lum: 1.3

Results for Cc1ncsc1CCC(=O)N1CCCC1c1nc2c(C)cccc2[nH]1 (stereo not drawn) ?
NPYLR7 agonist: 8.1; hcGAS lum: -1.9

Results for CC(Cn1cncn1)NC(=O)C1CCN(C)C(=O)C1 (stereo not drawn) ?
NPYLR7 agonist: 8.6; hcGAS lum: -9.8

How did CC(C)CCC(=O)Nc1ccc(C(N)=O)c(Cl)c1 do in these assays?
NPYLR7 agonist: -1.4; mcGAS inh: -0.7; hcGAS lum: 4.5

What do the screens show for `Cc1cc(C(=O)N2CCC2(C)C(=O)NC2CCCCCC2)nn1C` (stereo not drawn)?
NPYLR7 agonist: 18.3; mcGAS inh: -5.4; hcGAS lum: -6.0

Results for CC(=O)C(C(C)=O)=c1cc(Nc2ccc(C)cc2)c2c(O)c3ccccc3c3onc1c23 ?
NPYLR7 agonist: 48.2; hcGAS lum: -11.7

How did Cc1cnc(N2C[C@H]3OC(=O)N(CCCN4CCOCC4)[C@H]3C2)nc1N do in these assays?
NPYLR7 agonist: -1.5; mcGAS inh: -0.2; hcGAS lum: 3.3

How did COCc1nc(C)nc(N2CCN(C(=O)C3CCC3)CC2)c1Cc1ccccc1F do in these assays?
NPYLR7 agonist: -1.3; mcGAS inh: -6.2; hcGAS lum: -7.6

How did CC(=O)N1CCN(C(=O)c2cnc3c(C)csc3c2)CC1 do in these assays?
NPYLR7 agonist: -0.9; mcGAS inh: -3.1; hcGAS lum: 1.0

How did CCC(C(=O)Nc1cc(-c2ccco2)nn1-c1ccc(C(F)(F)F)cc1)c1ccccc1 (stereo not drawn) do in these assays?
NPYLR7 agonist: 9.0; mcGAS inh: -9.7; hcGAS lum: -14.7

What do the screens show for `Fc1cccc(N=c2oc3ccccc3cc2-c2nc3ccccc3[nH]2)c1`?
NPYLR7 agonist: -6.2; mcGAS inh: 3.5; hcGAS lum: -3.2

What do the screens show for `CC=CCn1c(SCCc2ccccc2)nc2c1c(=O)[nH]c(=O)n2C`?
NPYLR7 agonist: 3.8; mcGAS inh: -6.2; hcGAS lum: -3.2

How did COc1ccc(-c2nc3ccc(C)cn3c2NC(=O)C2CCCC2)cc1 do in these assays?
NPYLR7 agonist: -5.3; mcGAS inh: -8.2; hcGAS lum: -7.5

How did O=C(c1ccc(Cn2ccnc2)o1)N1CCc2onc(-c3ccccc3)c2C1 do in these assays?
NPYLR7 agonist: 3.9; mcGAS inh: -16.0; hcGAS lum: -4.9

Results for c1ccc(Oc2cccc(CN3CCCn4cccc4C3c3ccoc3)c2)cc1 (stereo not drawn) ?
NPYLR7 agonist: 12.4; mcGAS inh: -1.9; hcGAS lum: -8.3

How did CCCNC(=O)CSc1nnc(C)c2cnn(-c3ccc(C)c(C)c3)c12 do in these assays?
NPYLR7 agonist: -10.6; mcGAS inh: -8.1; hcGAS lum: -4.2

Results for COc1ccc(-c2nccn2Cc2ccon2)c(OC)c1 ?
NPYLR7 agonist: 18.3; mcGAS inh: -16.5; hcGAS lum: -7.3

What do the screens show for `CC(C)CN(CC(=O)Nc1cc(-c2ccccc2)nn1-c1ccccc1Cl)C(=O)C1CCC1`?
NPYLR7 agonist: 13.0; mcGAS inh: -4.7; hcGAS lum: -3.3

Results for CCCN(CCC)CC(O)COc1ccc2c(c1)OCO2 (stereo not drawn) ?
NPYLR7 agonist: 0.3; mcGAS inh: 0.4; hcGAS lum: -1.3

How did CC(C)CCn1nc(C(=O)Nc2ccccc2C(C)(C)C)c2ccccc2c1=O do in these assays?
NPYLR7 agonist: -2.4; mcGAS inh: -7.7; hcGAS lum: -6.9

Results for Cn1c2nc3ccccc3nc2c2c(=O)n(Cc3ccccc3)cnc21 ?
NPYLR7 agonist: -4.1; hcGAS lum: -2.9

What do the screens show for `CN(C)c1ccc(CNS(=O)(=O)c2cccs2)cn1`?
NPYLR7 agonist: -3.6; hcGAS lum: -6.9

How did O=C1CC2CS(=O)(=O)CC2N1c1ccc(Br)c(C(F)(F)F)c1 (stereo not drawn) do in these assays?
NPYLR7 agonist: 1.1; mcGAS inh: -8.0; hcGAS lum: -5.0

How did COc1cc(OC)c(Nc2c(C#N)cnc3ccccc23)cc1Cl do in these assays?
NPYLR7 agonist: -1.6; mcGAS inh: -9.7; hcGAS lum: -2.9

How did O=C(CCl)N1CCN(S(=O)(=O)c2ccc3c(c2)OCCO3)CC1 do in these assays?
NPYLR7 agonist: 0.2; hcGAS lum: -2.0

Results for CCn1c(C)cc(C(=O)NCc2ccccc2-n2ccnc2)c1C ?
NPYLR7 agonist: 21.9; hcGAS lum: -10.2

A section of the results above, as a working copy:
What do the screens show for `CN(C)c1ccc(CNS(=O)(=O)c2cccs2)cn1`?
NPYLR7 agonist: -3.6; hcGAS lum: -6.9

How did O=C1CC2CS(=O)(=O)CC2N1c1ccc(Br)c(C(F)(F)F)c1 (stereo not drawn) do in these assays?
NPYLR7 agonist: 1.1; mcGAS inh: -8.0; hcGAS lum: -5.0

How did COc1cc(OC)c(Nc2c(C#N)cnc3ccccc23)cc1Cl do in these assays?
NPYLR7 agonist: -1.6; mcGAS inh: -9.7; hcGAS lum: -2.9

How did O=C(CCl)N1CCN(S(=O)(=O)c2ccc3c(c2)OCCO3)CC1 do in these assays?
NPYLR7 agonist: 0.2; hcGAS lum: -2.0

Results for CCn1c(C)cc(C(=O)NCc2ccccc2-n2ccnc2)c1C ?
NPYLR7 agonist: 21.9; hcGAS lum: -10.2

(continued)
What do the screens show for `Cc1nc(SCC(=O)NN=Cc2ccc(Cl)cc2)c2ccccc2n1`?
NPYLR7 agonist: 17.5; hcGAS lum: -8.4

Results for CC(CC1OCC(CN2CCCCC2)O1)CC(C)(C)C (stereo not drawn) ?
NPYLR7 agonist: -4.7; mcGAS inh: -7.5; hcGAS lum: -4.5

Results for CC(C)(C)CC(=O)N1CCN(c2ncnc3c2nnn3Cc2ccccc2)CC1 ?
NPYLR7 agonist: -10.1; mcGAS inh: -7.6; hcGAS lum: -6.3

How did O=C(NCCOC1=NS(=O)(=O)c2ccccc21)C(=O)Nc1ccccc1 do in these assays?
NPYLR7 agonist: 5.4; mcGAS inh: -8.2; hcGAS lum: 4.9

How did CCc1nccc(CN2CCCC(c3nn(C)c(=O)n3CC)C2)n1 (stereo not drawn) do in these assays?
NPYLR7 agonist: 6.9; hcGAS lum: -5.9

Results for COc1cc(/C=C2/C(=O)N(c3ccc(Br)cc3)N=C2C)cc(I)c1O ?
NPYLR7 agonist: 3.8; mcGAS inh: -1.7; hcGAS lum: -5.4

How did O=C(CCc1nnc(COc2ccccc2)o1)NCc1ccccc1 do in these assays?
NPYLR7 agonist: 0.5; hcGAS lum: -4.0

What do the screens show for `Cc1cc(C(=O)CSc2nnc(-c3cccs3)o2)c(C)n1C1CCS(=O)(=O)C1` (stereo not drawn)?
NPYLR7 agonist: 2.3; mcGAS inh: 0.5; hcGAS lum: -1.6

What do the screens show for `C=CCN(C(=O)C1C[C@H]1c1ccccc1)C(C)C(=O)c1c(C)c(C(=O)OCC)n(C)c1C` (stereo partly drawn)?
NPYLR7 agonist: -3.1; mcGAS inh: -5.5; hcGAS lum: -4.2

Results for CCCn1ncc(CN2CCN(Cc3cccc(OC)c3)C(CCO)C2)c1C (stereo not drawn) ?
NPYLR7 agonist: 3.5; hcGAS lum: -7.3

What do the screens show for `O=C(N=Nc1cc(NS(=O)(=O)c2ccccc2)c2ccccc2c1O)c1cccc([N+](=O)[O-])c1`?
NPYLR7 agonist: -4.9; hcGAS lum: 4.1

What do the screens show for `CCOC(=O)N1CCN(C(c2ccc(SC)cc2)c2c(O)cc(C)n(CC)c2=O)CC1` (stereo not drawn)?
NPYLR7 agonist: 10.8; hcGAS lum: -9.4

How did Cc1nc(C)n(CC(C)C(=O)Nc2cccnc2)n1 (stereo not drawn) do in these assays?
NPYLR7 agonist: -1.5; mcGAS inh: -1.8; hcGAS lum: 4.4

Results for OC(CN(CCc1nc(-c2ccc(Br)cc2)no1)Cc1ccco1)c1ccccc1 (stereo not drawn) ?
NPYLR7 agonist: 6.4; mcGAS inh: -5.0; hcGAS lum: -5.6

What do the screens show for `CC1=Nc2ccccc2N2C(=O)C(c3ccccc3)=S=C12`?
NPYLR7 agonist: 2.8; mcGAS inh: -2.8; hcGAS lum: -9.6

Results for COc1ccccc1/C=C/C1=NC(=C\c2cccc(Cl)c2)/C(=O)O1 ?
NPYLR7 agonist: -2.9; hcGAS lum: -3.0

Results for O=C(Nc1cccc(Cl)c1)C1CC(=O)N(Cc2ccc3c(c2)OCO3)C(=Nc2ccccc2)S1 (stereo not drawn) ?
NPYLR7 agonist: -2.2; hcGAS lum: -3.9

What do the screens show for `Cc1nn(CC(=O)N2CCC(Cc3ccccc3)CC2)c(=O)c2c1cnn2-c1ccccc1`?
NPYLR7 agonist: 3.8; hcGAS lum: -4.5

Results for CCOC(=O)C1(Cc2ccccc2F)CCCN(C(=O)CCc2scnc2C)C1 (stereo not drawn) ?
NPYLR7 agonist: 0.4; hcGAS lum: -7.8

How did CC(C)C[C@@H](C(=O)Nc1ccc(N(C)C)cc1)N1CC[C@@]2(CCCN2)C1=O do in these assays?
NPYLR7 agonist: 5.6; hcGAS lum: -10.6

How did COc1cc(C(C)=O)ccc1OCC(=O)Nc1c(C)nc2cc(C)ccn2c1=O do in these assays?
NPYLR7 agonist: 0.8; mcGAS inh: -9.2; hcGAS lum: -10.8

What do the screens show for `CCc1ccc(S(=O)(=O)Nc2ccc(-c3ccc(N4CCCCC4)nn3)cc2)s1`?
NPYLR7 agonist: -0.9; mcGAS inh: -7.9; hcGAS lum: -6.2

Results for CC1(C)CNC(=O)c2nc(-c3cc4ccccc4[nH]3)[nH]c2C1 ?
NPYLR7 agonist: 6.1; hcGAS lum: -1.7

What do the screens show for `CC(C)(C(=O)Nc1ccccc1)N(C(=O)CN1C(=O)c2ccccc2C1=O)C1CC1`?
NPYLR7 agonist: -4.9; mcGAS inh: -17.8; hcGAS lum: -8.1

What do the screens show for `COc1cccc(C(=O)N(CC(=O)Nc2cc(-c3ccccc3)nn2-c2ccc(Cl)c(Cl)c2)C(C)C)c1`?
NPYLR7 agonist: 2.4; mcGAS inh: -0.9; hcGAS lum: 3.6

Results for O=C(NCC1(c2ccccc2)CC1)c1cc(Cl)ccc1O ?
NPYLR7 agonist: 3.5; hcGAS lum: -8.4

What do the screens show for `CCOC(=O)C(Cc1ccccc1)N(Cc1ccc2c(c1)OCCO2)C(=O)CSc1ccc(C(F)(F)F)cn1` (stereo not drawn)?
NPYLR7 agonist: -9.0; mcGAS inh: -3.8; hcGAS lum: -4.9

What do the screens show for `COC(=O)c1csc(CN(C(=O)Nc2ccc(F)cc2F)C2CCCCC2)n1`?
NPYLR7 agonist: 10.6; mcGAS inh: -5.9; hcGAS lum: -7.3

Results for Fc1ccc(C2(c3noc(CCN4CCCCO4)n3)CCOC2)cc1 (stereo not drawn) ?
NPYLR7 agonist: 18.6; hcGAS lum: -9.4

How did CCCC(=O)N1CCC1(C)C(=O)NS(=O)(=O)c1cccc(C)c1 (stereo not drawn) do in these assays?
NPYLR7 agonist: -2.1; hcGAS lum: -1.8

Results for COC(=O)NNC(=O)CNC(=O)C12CC3CC(CC(C3)C1)C2 ?
NPYLR7 agonist: -5.2; hcGAS lum: 2.1

How did CCOC(=O)c1ccc(OCC(O)CN2CC(C)OC(C)C2)cc1 (stereo not drawn) do in these assays?
NPYLR7 agonist: 2.1; mcGAS inh: 2.2; hcGAS lum: 6.9

How did CNC(=O)COC(=O)C(C)(C)CCCc1ccccc1 do in these assays?
NPYLR7 agonist: 1.9; hcGAS lum: -9.2

Results for COc1cccc(CCNC(=O)c2ccc(S(=O)(=O)N3CCCCC3)o2)c1 ?
NPYLR7 agonist: -10.4; hcGAS lum: -4.0

How did CSCc1noc(CN2CCCCC2c2nc(C3CC3)no2)n1 (stereo not drawn) do in these assays?
mcGAS inh: -2.9; hcGAS lum: -7.5

Compound activity (PubChem)
